# LGR2 antag = inhibitors of bursicon-induced LGR2 CRE-luciferase signal, primary screen, cell-based, HEK293, CRE-luciferase reporter, bursicon stimulation. bursicon-stimulated, 4 h. inhibition, % at 9.99 µM. 380,000 tested, 0.35% active. AID 720647, 2013;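 active = drop in luminescence signal, shown as inhibition above about 50% in the replicate tests, limit read from the data, passing the limit was not always enough; inconclusive = probably only some replicates passing the limit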;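 note: agonist challenge used bursicon conditioned medium at about half maximal strength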
# FN deposition inh = inhibitors of fibronectin matrix deposition, primary screen, AH1F cells, Alexa488-fibronectin fluorescence, plate reader; AH1F fibroblasts, overnight; inhibition, % at 12.6 µM; 350,000 tested, 0.086% active; AID 743247, 2014;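 active = mean inhibition across replicates of 30% or more, regardless of how many single replicates reach that level; inconclusive = mean under 30% yet at least half of replicates reach 30%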;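 note: positive control wells lacked labelled fibronectin entirely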
#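 Schedule: 1 h cell adhesion before compound, then overnight fibronectin incubation; test system: AH1F fibroblast monolayer depositing Alexa488-labelled fibronectin into matrix; quantity: 10000 AH1F cells per well; probe or stimulus: fluorescent fibronectin at 24 nM final; signal: fluorescence, ex 485 nm, em 525 nm; evaluation: percent inhibition as loss of matrix-bound fibronectin fluorescence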
# PAX8 reporter = inhibitors of PAX8-driven TPO luciferase reporter, primary screen, RMG-I cells, single concentration | SteadyGlo, 24 h | inhibition, % at 12.6 µM | 360,000 tested, 1.2% active;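 active = mean replicate inhibition at least 60% with every replicate also reaching 60%; inconclusive = only one of the two criteria is met; inactive = mean below 60% and not all replicates reaching 60%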;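 note: luciferase light reporting Pax8 driven TPO promoter activity; plate controls were median of neutral control wells for no effect and mitoxantrone controls for full effect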
# ERAP1 inh = human ERAP1 aminopeptidase inhibitors, primary screen, biochemical, single point, plate reader; Endoplasmic reticulum aminopeptidase 1 (Homo sapiens), Q9NZ08; recombinant ERAP1, Leu-AMC fluorescence, 60 min; inhibition, % at 10.7 µM; 340,000 tested, 0.15% active;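 active = mean replicate inhibition of at least 30%, or all replicates individually reaching that 30% level; inactive = mean below 30% and not every replicate reaching it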;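 note: 0% = neutral control wells and 100% = L-leucinethiol positive control wells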
# Target sequence (Q9NZ08 whole entry, looked up): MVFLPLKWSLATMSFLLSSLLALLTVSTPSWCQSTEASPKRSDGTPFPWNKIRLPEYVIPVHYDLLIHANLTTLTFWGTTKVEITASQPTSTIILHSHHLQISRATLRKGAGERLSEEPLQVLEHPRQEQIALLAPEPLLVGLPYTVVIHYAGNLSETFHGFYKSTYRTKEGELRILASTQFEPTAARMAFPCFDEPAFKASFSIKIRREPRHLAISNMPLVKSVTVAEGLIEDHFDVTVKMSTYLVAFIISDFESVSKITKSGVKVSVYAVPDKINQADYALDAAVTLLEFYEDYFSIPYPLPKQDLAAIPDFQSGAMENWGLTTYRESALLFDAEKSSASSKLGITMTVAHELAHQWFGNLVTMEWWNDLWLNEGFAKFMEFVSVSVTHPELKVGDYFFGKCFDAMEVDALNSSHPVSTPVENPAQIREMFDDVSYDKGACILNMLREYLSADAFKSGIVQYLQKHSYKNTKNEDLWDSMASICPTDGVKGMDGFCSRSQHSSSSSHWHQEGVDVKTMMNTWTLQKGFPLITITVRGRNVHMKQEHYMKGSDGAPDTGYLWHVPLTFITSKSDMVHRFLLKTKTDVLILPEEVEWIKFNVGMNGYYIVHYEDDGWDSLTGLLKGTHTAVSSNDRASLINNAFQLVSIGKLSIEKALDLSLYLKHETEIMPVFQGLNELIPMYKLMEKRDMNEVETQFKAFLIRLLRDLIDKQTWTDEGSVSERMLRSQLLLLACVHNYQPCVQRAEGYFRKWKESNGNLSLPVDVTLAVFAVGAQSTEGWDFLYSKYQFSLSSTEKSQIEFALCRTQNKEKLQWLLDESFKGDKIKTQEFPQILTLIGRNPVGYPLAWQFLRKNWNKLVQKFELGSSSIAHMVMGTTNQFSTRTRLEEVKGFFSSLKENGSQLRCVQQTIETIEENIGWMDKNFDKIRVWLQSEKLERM
# S100A4 inh HTS = inhibitors of S100A4-myosin IIA peptide binding, primary screen, biochemical, fluorescence polarization, TAMRA-MyoIIA peptide | inhibition, % at 10.7 µM | 360,000 tested, 0.14% active | AID 652163, 2013;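 active = mean inhibition of at least 70% across replicates, with every replicate also reaching that level; inconclusive = mean inhibition reaches 70% but some replicates fall short; inactive = mean inhibition below 70%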
# Target sequence (P26447 whole entry, looked up): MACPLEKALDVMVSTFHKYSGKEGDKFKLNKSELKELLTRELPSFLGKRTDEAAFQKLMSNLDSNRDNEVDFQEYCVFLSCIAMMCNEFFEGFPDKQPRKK
#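 Test system: S100A4 monomer protein; Medium: HEPES pH 7.2 with CaCl2, KCl, NaCl, DTT, Triton; Probe or stimulus: TAMRA-labelled myosin IIA heavy-chain peptide probe, 5 nM; Doses: one dose per compound; Times: polarization read 5 min after assay mix addition, stable 5–60 min; Benchmarks: neutral control DMSO, positive control TFP.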
# PglD inh = C. jejuni PglD acetyltransferase inhibitors, primary screen, biochemical, DTNB colorimetric, single point; purified PglD enzyme, DTNB colorimetric CoA detection; UDP-N-acetylbacillosamine N-acetyltransferase PglD (Campylobacter jejuni); AID 602405, 2012; 360,000 tested, 0.098% active; inhibition, % at 12.5 µM; in the data active = inhibition above about 16%, passing the limit was not always enough; inconclusive = no clear call, values can overlap the other calls; note: strong numbers were not always called active
# PGC1a acetyl inh = inhibitors of PGC1a acetylation signal, primary screen, cell-based, U2OS, AlphaScreen, inhibitor mode | inhibition, % at 15.6 µM | AlphaScreen anti-acetyl-lysine; with virally co-expressed GCN5 acetyltransferase | 350,000 tested, 0.17% active;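 active = every replicate shows inhibition of at least 40%; inconclusive = mean inhibition at least 40% but some replicate below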;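 note: 0% = neutral control wells and 100% = positive control wells; some results beyond the cut were filed as inactive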
# EWS-Fli block = EWS/Fli-driven NR0B1 reporter inhibitors, primary screen, A673 cells, NR0B1 luciferase, luminescence, MLPCN library | viability-normalised | inhibition, % at 12.6 µM | 350,000 tested, 0.67% active;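 active = mean inhibition of at least 50% after viability correction, with every replicate also passing that limit; inconclusive = mean reaches 50% but only one of two replicates passes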;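 note: firefly luciferase signal divided by Alamar Blue viability fluorescence both relative to DMSO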
# * marks the source's active call; other numbers are inactive results; ? = inconclusive; . = not tested or not shown; & = joins results of further samples. An unsorted share of the library. About 2.1% of those tested had a hit in this group.
No.	molecule	LGR2 antag	FN deposition inh	PAX8 reporter	ERAP1 inh	S100A4 inh HTS	PglD inh	PGC1a acetyl inh	EWS-Fli block
1	CN1C(=O)c2ccc(NC(=O)C3CCCCC3)cc2C1=O	5	.	.	-3	-4	-3	-5	-5
2	O=C(NCc1ccc2c(c1)OCO2)C(c1ccco1)N(C(=O)c1csnn1)c1ccccc1 (stereo unspecified)	.	-10	6	.	.	-4	-6	.
3	CCCc1nc(SCC(=O)NNC(=O)c2ccc(OC)cc2)c2ccccc2n1	25	-2	31	0	-2	.	0	13
4	O=C(C1CC1)N1CCCCN2[C@H](CO)[C@@H](c3ccc(C#CC4CCCC4)cc3)[C@@H]2C1	0	.	17	-2	1	4	-1	6
5	Cc1ccc(CCNC(=O)c2nn(C)c3c2CS(=O)(=O)c2ccccc2-3)cc1	1	-1	9	-4	-3	1	-1	.
6	COCC#Cc1ccc([C@@H]2[C@@H](CO)N3C(=O)CN(C(=O)CN4CCOCC4)C[C@H]23)cc1	17	-4	.	-2	-3	.	-3	-5
7	Cc1noc(C)c1C(=O)N(C)C[C@H]1OCc2ccccc2-c2ccccc2C(=O)N([C@H](C)CO)C[C@H]1C	5	2	26	-6	-3	-2	-6	7
8	CC[C@@H](C)[C@@H](C(=O)N1CCN(C(=O)OC(C)(C)C)CC1)n1cc(CCCCNC(=O)OC(C)(C)C)nn1	15	-2	24	-6	-3	-6	4	21
9	O=C1c2[nH]nc(-c3ccccc3)c2C(c2cccc(C(F)(F)F)c2)N1c1ccccc1 (stereo unspecified)	5	-6	-14	-2	-4	.	.	6
10	CCOc1cc(C(=O)CSc2nnc(CNc3ccc(Cl)cc3)o2)ccc1NC(=O)CC	10	.	.	-1	-1	2	3	40
11	COc1cc2ccccc2cc1C(=O)OCC(=O)N(CC(C)C)c1c(N)n(Cc2ccccc2)c(=O)[nH]c1=O	-14	-1	37	-1	3	-2	.	-2
12	Cc1[nH]c2ccccc2c1/C=N/NC(=O)Nc1ccccc1	-41	-9	5	-1	7	.	-2	-17
13	CN(C)Cc1cc(C(C)(C)C)cc(N2CCOCC2)c1O	-4	-3	12	1	1	-4	7	3
14	Cc1ccc(S(=O)(=O)CC(=O)c2ccccc2[N+](=O)[O-])cc1	25	-7	13	.	-3	-3	2	-3
15	COC(=O)C1(C(=O)OC)C[C@H](c2cccs2)N(Cc2ccccc2OC)[C@@H]1c1ccc(F)cc1	12	-11	-4	-1	-4	.	.	7
16	COc1ccc(CNC(=O)C[C@@H]2C=C[C@H](NC(=O)CN(C)C)[C@H](CO)O2)cc1	3	.	-3	0	1	-2	-8	4
17	CC1Cc2ccccc2N1S(=O)(=O)c1cccc(C(=O)OCC(=O)N2CCOCC2)c1 (stereo unspecified)	7	2	.	-5	-18	7	7	-13
18	C[C@H]1CN([C@@H](C)CO)C(=O)CCCn2cc(nn2)CO[C@@H]1CN(C)C(=O)Oc1ccccc1	6&1	-10&-11	-6&-4	2&-4	13&4&-3	1&4&-4	-12&5&7	2&2&5
19	CCOc1ccc(CCNC(=O)c2ccc(CNS(=O)(=O)c3ccccc3)cc2)cc1OCC	-1	0	13	.	.	-12	-16	.
20	O=C1CCCC(O)=C1N=Nc1ccc2c(c1)OCO2	-22	3	-72	7	-5	-3	?	-72

# Limited to FN deposition inh and S100A4 inh HTS, for two of the compounds above:
item	SMILES	FN deposition inh	S100A4 inh HTS
5	Cc1ccc(CCNC(=O)c2nn(C)c3c2CS(=O)(=O)c2ccccc2-3)cc1	-1	-3
6	COCC#Cc1ccc([C@@H]2[C@@H](CO)N3C(=O)CN(C(=O)CN4CCOCC4)C[C@H]23)cc1	-4	-3

# Entries of single compounds from above. Order of values: LGR2 antag | FN deposition inh | PAX8 reporter | ERAP1 inh | S100A4 inh HTS | PglD inh | PGC1a acetyl inh | EWS-Fli block
# CCOc1cc(C(=O)CSc2nnc(CNc3ccc(Cl)cc3)o2)ccc1NC(=O)CC across the screens: 10 | . | . | -1 | -1 | 2 | 3 | 40
# Cc1ccc(CCNC(=O)c2nn(C)c3c2CS(=O)(=O)c2ccccc2-3)cc1 across the screens: 1 | -1 | 9 | -4 | -3 | 1 | -1 | .
# CN(C)Cc1cc(C(C)(C)C)cc(N2CCOCC2)c1O across the screens: -4 | -3 | 12 | 1 | 1 | -4 | 7 | 3
# COc1ccc(CNC(=O)C[C@@H]2C=C[C@H](NC(=O)CN(C)C)[C@H](CO)O2)cc1 across the screens: 3 | . | -3 | 0 | 1 | -2 | -8 | 4
# Cc1noc(C)c1C(=O)N(C)C[C@H]1OCc2ccccc2-c2ccccc2C(=O)N([C@H](C)CO)C[C@H]1C across the screens: 5 | 2 | 26 | -6 | -3 | -2 | -6 | 7

# Other structures follow.
No.	molecule	LGR2 antag	FN deposition inh	PAX8 reporter	ERAP1 inh	S100A4 inh HTS	PglD inh	PGC1a acetyl inh	EWS-Fli block
21	CCOc1ccccc1CNC(=O)CCCC(=O)n1nc(C)c2ccccc21	-10	4	-12	-1	-2	-3	-8	.
22	COc1ccc2c(c1)CC[C@@H]1[C@@H]2CC[C@]2(C)C(=O)CC[C@@H]12	-5	3	-12	-4	-12	4	-10	2
23	CCn1c(C)nnc1SCC(=O)NC1CCCC1	-6	16	1	-7	3	4	12	-8
24	COc1cc(C(=O)NCC(c2cccs2)N2CCOCC2)cc(OC)c1OC (stereo unspecified)	-7	7	.	3	-1	4	-4	-5
25	CN(C)S(=O)(=O)N(CC(=O)N1CCN(c2ccccc2F)CC1)c1ccccc1	36	-19	-6	5	-4	.	-5	0
26	O=C(NC1CCCCC1)C1c2ccccc2OCC(=O)N1Cc1ccco1 (stereo unspecified)	14	-5	-15	.	32	.	.	-2
27	C/C=C/c1ccc(C2[C@@H]3CN(C(=O)Cc4ccncc4)C[C@H]2N3)cc1 (stereo partly specified)	-9&5	2&-2	-8&-3	0&0	20&-23	.	6&5	7&-5
28	CCOc1ccc(OCCC(=O)Nc2ccc(N3CCOCC3)cc2N2CCOCC2)cc1	34	3	21	2	-4	1	8	5
29	C[C@@H]1CN([C@@H](C)CO)S(=O)(=O)c2ccc(C#CC3(O)CCCC3)cc2O[C@@H]1CN(C)C(=O)Nc1ccccc1	5	-2	.	2	2	3	-3	19
30	Fc1ccc(-c2nc3nc4ccccc4nc3n2Cc2ccco2)cc1	.	4	-49	.	.	0	-14	.
31	O=C(N=Nc1c(O)n(Cc2ccccc2)c2ccccc12)c1ccncc1	-7	10	-38	2	-4	-2	2	8
32	COc1ccccc1CNC(=O)C1CCCN(S(C)(=O)=O)C1 (stereo unspecified)	-6	.	.	2	-8	-1	5	5
33	C[C@@H]1CCCCO[C@@H](CN(C)Cc2ccccc2)[C@H](C)CN([C@H](C)CO)C(=O)c2cc(N(C)C)ccc2O1	-6	.	-10	.	.	.	7	0
34	CC(NC(=O)C(c1ccccc1)c1ccccc1)C(=O)N1CCCCC1 (stereo unspecified)	-17	.	1	-4	-4	.	-1	6
35	CCOC(=O)c1sc(NC(=O)CSc2nc(O)c(Cc3ccccc3)c(=O)[nH]2)nc1C	3	-6	0	-4	-3	.	.	4
36	O=C(CC1S/C(=N/N=C/C=C/c2ccccc2)NC1=O)Nc1ccc(Cl)c(Cl)c1 (stereo unspecified)	4	2	30	0	-4	1	.	-13
37	Cc1sc2ncnc(SCC(=O)c3ccc4c(c3)OCCO4)c2c1-c1ccccc1	-1	-1	22	.	.	.	-9	.
38	CC(C)OC(=O)CSc1nc(N2CCOCC2)c2c(c1C#N)CC(C)(C)OC2	-5	2	14	2	-2	.	.	15
39	O=C(C[C@@H]1C=C[C@H](NS(=O)(=O)c2ccccc2)[C@@H](CO)O1)NCCN1CCCCC1	6	2	-3	-2	-6	3	2	3
40	COc1cc2c(cc1OC)CN(CC(=O)Nc1ccc(C)c(S(=O)(=O)N3CCOCC3)c1)CC2	-5	-4	27	3	1	9	-15	5

No.	molecule	LGR2 antag	FN deposition inh	PAX8 reporter	ERAP1 inh	S100A4 inh HTS	PglD inh	PGC1a acetyl inh	EWS-Fli block
41	Cc1ccc(CNC(=O)C2CC(c3ccc([N+](=O)[O-])cc3)=NO2)cc1 (stereo unspecified)	-23	-8	-29	-1	-2	-2	-78	-24
42	O=C(NCc1ccco1)C(c1ccc(F)cc1)N(C(=O)Cc1cccs1)c1cccnc1 (stereo unspecified)	-3	.	2	1	-5	2	11	2
43	CC(C)CCOc1cccc(OCC(=O)N(C)C2CCS(=O)(=O)C2)c1 (stereo unspecified)	.	4	8	.	.	6	-8	.
44	CS(=O)(=O)c1ccc(Cl)c(NC(=O)COC(=O)CCN=C2NS(=O)(=O)c3ccccc32)c1	-1	-2	-5	0	2	-4	.	2
45	COc1ccc(NC(=O)N(C)C[C@@H]2Oc3ccc(NC(=O)Cc4ccccc4)cc3C(=O)N([C@H](C)CO)C[C@@H]2C)cc1	3	5	-28	0	-13	9	0	1
46	COc1ccc(NC(=O)N(C)C[C@H]2Oc3c(NC(=O)C4CCOCC4)cccc3C(=O)N([C@H](C)CO)C[C@@H]2C)cc1	17	.	-23	-5	2	8	-12	8
47	CCc1ccccc1NC(=O)CN(C)C(=O)Cn1ncc(Cl)c(Cl)c1=O	.	13	68*	3	-1	-1	.	63*
48	O=C(Cn1c(CC(=O)N2CCOCC2)nc2ccccc21)Nc1ccc2c(c1)OC(F)(F)O2	.	.	.	-1	-2	-1	9	.
49	O=S(=O)(/N=C(/Nc1ccccn1)c1ccccc1)c1ccccc1	10	.	.	1	-7	2	3	-1
50	COC(=O)c1ccccc1-c1ccc(/C=C2\C(=O)N(c3ccccc3)N=C2c2ccccc2)o1	.	6	3	.	.	-2	39	.
51	CCc1nc(SCC(=O)OC(C)C)c2ccccc2n1	.	7	-4	-3	-2	.	-12	-2
52	COc1ccc(CNC(=O)C2CCCN2S(=O)(=O)c2ccc(C)cc2)cc1 (stereo unspecified)	.	20	14	.	.	-1	-8	.
53	COc1ccccc1-c1ccc(C2[C@H]3CNC[C@@H]2N3Cc2nccs2)cc1 (stereo partly specified)	-19&1	-1&-5	.	2&-5	-18&-8	.	.	4&-7
54	O=C(Nc1ccc2c(c1)[C@@H]1C[C@H](CC(=O)N3CCOCC3)O[C@H](CO)[C@@H]1O2)C1CCC1	-10	6	5	.	.	5	5	-1
55	CCn1nc(C)c(/C=N/NC(=O)c2c[nH]c3ccccc23)c1C	-29	-1	-86	.	.	-4	.	-49
56	CCC(c1nnnn1Cc1ccc(OC)cc1)N(CCCO)Cc1cc2cc3c(cc2[nH]c1=O)OCO3 (stereo unspecified)	.	-6	9	.	.	-2	-1	.
